Lipid droplet: hepatic lipid droplet formation modulation; AML12 mouse hepatocytes, oleate lipid droplets, BODIPY imaging; inhibition, % at 6.5 µM; 240,000 tested, 0.4% active;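 active means lipid droplet intensity inhibited by at least 50%, with more than 500 cells counted; inconclusive means wells with under 300 cells, treated as cytotoxic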
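Test system: AML12 hepatocytes (mouse); reagent: oleate loading, 100 µM; dosing: one dose, 6.5 µM compound; incubation: overnight exposure; signal: fluorescence imaging, 20x objective, two fields per well; read-out basis: % inhibition of corrected integrated BODIPY droplet signal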
K1F lysis inhibition: protection from phage-mediated lysis, alamar blue read-out – E. coli UTI89, K1F phage, bacterial capsule biogenesis inhibitors (AID 488966); E. coli UTI89 K1F phage lysis, alamar blue, 2 h; higher % means a stronger effect; 340,000 tested, 0.02% active; inhibition, % at 100 µM, or IC50 in µM where a hit was titrated;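 active means phage lysis inhibition, versus mean bacterial control, above a set limit; inconclusive means no clear call, values can overlap the other calls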;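 further: capsule biogenesis inhibitors block K1F phage lysis so surviving cells raise fluorescence; higher fluorescence means more inhibition of phage lysis; actives were called in the ten point dose series up to 300 µM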
Myeloid diff MLP: myeloid differentiation induction | ER-HoxA9 myeloid progenitors, lysozyme-GFP differentiation, flow cytometry | AID 624256 | 360,000 tested, 1% active | calls only at 10 µM;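 active means normalized GFP-positive differentiation at or above the plate's own cutoff, the solvent-only control mean plus 3 SD; inconclusive means no clear call, values can overlap the other calls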;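 further: cells exposed to compound for four days before flow analysis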
Lipid droplet cells 6.5 µM: also measured in Lipid droplet; calls as there; cell count; measured here: cell count, cytotoxicity flag;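 cells counted across two imaged fields per well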
Myeloid diff MLP GFP+ MAC1+ %: further read-out of Myeloid diff MLP, marked with its call; GFP+ MAC1+ double positive, %; measured here: differentiation confirmed by MAC1 staining
The depositor's hits bear a star; i = inactive; ? = inconclusive; . = not tested or not shown; [ ] = another dose, or the depositor's remark. A portion of the library, so the mix of outcomes need not match the whole.

SMILES	Lipid droplet	Lipid droplet cells 6.5 µM	K1F lysis inhibition	Myeloid diff MLP	Myeloid diff MLP GFP+ MAC1+ %
C=CCOc1ccc(CN(C)CC(O)COc2ccc(CCC(C)=O)cc2)cc1 (stereo unspecified)	-4.7	783	-0.2%	i	0.5
CCCCOc1ccc(C(=O)NCC(=O)NCC2CCCO2)cc1 (stereo unspecified)	-21.7	855	0.0%	i	0.9
O=C(N/N=C/c1cccnc1)c1cccc(NC(=O)c2cccc(Br)c2)c1	31.2	669	0.1%	i	1.5
COc1cccc(C(=O)NC2CC3CCCC(C2)N3CC(=O)Nc2ccccc2C(F)(F)F)c1 (stereo unspecified)	-0.6	762	0.0%	i	0.7
CCN(CC)CCNC(=O)c1ccc(NC(=O)c2cc(-c3ccco3)nc3ccccc23)cc1	-2.4	694	1.5%[50 µM]	i	0.3
COc1ccc(-n2c(SCC(=O)Nc3ccc(Cl)cc3)nc(O)c(Cc3ccccc3)c2=O)cc1	2.0	816	1.2%[50 µM]	i	1.5
COc1ccc(OC)c(Nc2nc3ccc(C)cc3n3cnnc23)c1	21.9	697	-0.1%	i	1.0
CCc1ccc(-c2cc(C)no2)cc1S(=O)(=O)N1CCOc2ccccc21	-44.1	720	1.6%	i	1.2
Cc1nc(-c2ccc(NC(=O)Cc3ccccc3)cc2)cs1	-12.8	826	0.1%	i	0.0
CC(=O)N1c2ccc(S(=O)(=O)N(C)CC(=O)NC(C)c3ccccc3)cc2CC1C (stereo unspecified)	31.6	722	0.4%	i	5.7
CCC(C)c1ccc(NC(=O)c2c([N+](=O)[O-])cnn2CC)cc1 (stereo unspecified)	-3.1	823	-2.0%	i	0.2
CCc1cc(=O)oc2cc(OCC(=O)NCc3ccccn3)ccc12	0.6	714	0.4%	i	5.8
O=C(CCCCCNC(=O)N1CCn2c1nc1ccccc12)NCc1ccc(Cl)cc1	-0.4	779	0.2%	i	6.0
COc1ccc(CN2C(=O)c3cccnc3C2=O)cc1S(=O)(=O)N1CCCC(C)C1 (stereo unspecified)	-4.0	680	0.3%	i	3.4
O=C(CCn1c(=S)[nH]c2ccccc2c1=O)N1CCCCC1	-22.6	706	0.2%	i	6.3
O=C(O)/C=C/c1cn(-c2ccccc2)nc1-c1ccccc1	-0.8	787	0.2%	i	0.7
COCCSc1nnc(NC(=O)c2ccco2)s1	5.0	794	-0.7%	i	0.5
CC(=O)Nc1ccc(S(=O)(=O)NNC(=O)c2cccc([N+](=O)[O-])c2)cc1	-5.8	824	0.3%	i	1.6
COCCNC(=O)C(c1ccc(F)cc1)N(Cc1ccccc1)C(=O)CCC(=O)Nc1nccs1 (stereo unspecified)	34.3	821	0.1%	i	0.5
COC(=O)c1sccc1NC(=O)c1ccc(C(C)C)cc1	14.8	858	-0.8%	i	0.3

Not a retest: entries from further up.
SMILES	Lipid droplet	Lipid droplet cells 6.5 µM	K1F lysis inhibition	Myeloid diff MLP	Myeloid diff MLP GFP+ MAC1+ %
O=C(O)/C=C/c1cn(-c2ccccc2)nc1-c1ccccc1	-0.8	787	0.2%	i	0.7
COCCSc1nnc(NC(=O)c2ccco2)s1	5.0	794	-0.7%	i	0.5
CC(=O)Nc1ccc(S(=O)(=O)NNC(=O)c2cccc([N+](=O)[O-])c2)cc1	-5.8	824	0.3%	i	1.6
COCCNC(=O)C(c1ccc(F)cc1)N(Cc1ccccc1)C(=O)CCC(=O)Nc1nccs1 (stereo unspecified)	34.3	821	0.1%	i	0.5
COC(=O)c1sccc1NC(=O)c1ccc(C(C)C)cc1	14.8	858	-0.8%	i	0.3

The listing picks up with the 2 entries that preceded the break.
SMILES	Lipid droplet	Lipid droplet cells 6.5 µM	K1F lysis inhibition	Myeloid diff MLP	Myeloid diff MLP GFP+ MAC1+ %
COCCNC(=O)C(c1ccc(F)cc1)N(Cc1ccccc1)C(=O)CCC(=O)Nc1nccs1 (stereo unspecified)	34.3	821	0.1%	i	0.5
COC(=O)c1sccc1NC(=O)c1ccc(C(C)C)cc1	14.8	858	-0.8%	i	0.3
O=C(O)c1ccc(NC(=O)c2ccccc2NC(=O)c2ccccc2Cl)cc1	3.4	785	3.3%	i	0.3
O=C(NC1CCCc2ccccc21)N[C@@H](Cc1ccccc1)C(=O)O (stereo partly specified)	-6.2	832	-1.0%[50 µM]	i	0.5
O=C1/C(=C/c2ccccc2F)SC(=S)N1CC(=O)N1CCCCC1c1cccnc1 (stereo unspecified)	-15.9	689	0.2%	?	.
CC(=O)c1cc(C)ccc1OC(=O)c1ccncc1	0.4	812	1.2%	i	0.9
CCCCOc1ccc(C(=O)N2CCNC(=O)C2CC(=O)OC(C)C)cc1 (stereo unspecified)	5.3	819	0.2%	i	0.5
NC(=O)CSc1nnc(NC(=O)C2CC(=O)N(c3ccc(F)cc3)C2)s1 (stereo unspecified)	-0.8	821	0.1%	i	2.4
CC(C)(C)c1cc(NC(=O)Nc2ccccc2OC(F)(F)F)no1	-3.0	719	-0.1%	i	0.3
CC1CCCCN1CCCNC(=O)c1nn(C)c2c1CSc1ccccc1-2 (stereo unspecified)	-57.6	727	0.5%	i	6.8
COc1ccccc1NC(=O)CSCc1cc(=O)n2ccsc2n1	-10.0	752	-0.2%	i	0.9
CCc1ccccc1NCc1cc(=O)oc2cc(C)ccc12	-7.5	739	0.1%	i	2.0
Cc1cccc(-c2noc(CN(C)C(=O)c3ccco3)n2)c1	21.6	804	-0.8%	i	2.0
COc1cc(SC)ccc1C(=O)Nc1ccc2c(c1)CCC2	-19.5	783	0.2%	i	1.1
CCc1ccc(-c2ccc3nnc(SCC(N)=O)n3n2)cc1	23.9	702	0.9%	i	2.3
O=c1[nH]c(/C=C/c2ccccc2)c([N+](=O)[O-])c(=O)[nH]1	3.2	800	0.1%	i	0.4
CC(=O)Nc1ccc(S(=O)(=O)NCCC(=O)OC(C)C(=O)c2ccc(C)cc2)cc1 (stereo unspecified)	-2.3	802	0.3%[50 µM]	i	0.9
CCOC(=O)CN1C(=O)/C(=C/c2cccc(Br)c2)Oc2ccccc21	-25.3	642	0.2%	i	0.7
CCN(C(=O)COC(=O)CSc1ccc(C(N)=O)cc1[N+](=O)[O-])C1CCCCC1	-2.6	841	-0.1%	i	0.6
C=C(C)Cn1c(CCNC(=O)c2ccco2)nc2ccccc21	-5.6	812	0.4%	i	0.8
O=C(NCCc1ccccc1)C1CCC(=O)N(Cc2cccc(C(F)(F)F)c2)C1 (stereo unspecified)	-19.1	628	0.7%[50 µM]	i	0.3
O=C(Nc1ccc(F)cc1)N1CCN(C(=O)C2CCCO2)CC1 (stereo unspecified)	-3.2	690	0.2%	i	2.5
O=C(c1cc2ccccc2o1)N1CCN(C/C=C/c2ccccc2)CC1	-11.5	807	0.1%[50 µM]	i	1.0
CCCn1c(SCC(=O)Nc2nnc(C)s2)nnc1C1CC1	2.0	658	1.7%[50 µM]	i	1.1
CC(C)[C@@H](C(=O)NC1CC1)N1C(=O)N2CCc3c([nH]c4ccccc34)[C@@]2(C)C1=O	-14.7	779	-4.8%	i	3.1
COc1ccc(CN2CCNC(=O)C2CC(=O)NCCCC2CCCC2)c(C)c1C (stereo unspecified)	3.2	837	-0.1%	i	0.4
CN1CCCC(OC(=O)c2ccccc2Br)C1 (stereo unspecified)	18.0	901	0.3%	i	0.3
O=C(CN1CCN(S(=O)(=O)c2ccc(Cl)cc2)CC1)NC1CCCC1	8.3	668	1.3%[50 µM]	i	2.1
Cc1cc(NS(=O)(=O)c2ccc(NC(=O)Cc3ccc([N+](=O)[O-])cc3)cc2)no1	0.7	848	-0.3%	i	0.3
CCCN(CC1CCCO1)C(=O)c1cc(COc2ccc(F)cc2F)on1 (stereo unspecified)	2.1	885	-0.1%	i	0.6
Cc1cc(-c2ccc(/C=N/n3cnnc3)o2)c(C)c([N+](=O)[O-])c1	12.8	823	0.0%	i	0.2
COc1ccccc1N(C(=O)c1snc(C(N)=O)c1N)C(C(=O)NC1CCCC1)c1ccc2ncccc2c1 (stereo unspecified)	11.2	785	0.1%	i	2.5
CCOC(=O)c1c(C)n(-c2ccc(F)cc2)c2ccc(O)cc12	4.3	824	0.0%	i	0.5
NC1=NC(=O)/C(=C/c2ccc(Cl)cc2Cl)S1	10.1	659	0.4%	i	0.6
COc1ccccc1CNc1ncccn1	5.8	781	0.2%	i	0.6
CC(=O)N1CCCc2cc(S(=O)(=O)Nc3ccccc3C)ccc21	-20.2	762	0.4%	i	6.0
COc1ccc(OCC(=O)Nc2nc3c(s2)CCCC3)cc1	-2.7	767	0.2%	i	0.4
O=C(NCC1CCCO1)C(=O)N/N=C/c1c(F)cccc1Cl (stereo unspecified)	-0.2	802	0.3%	i	0.4
COCCn1c(SCC(=O)N2CCCC2)nc2c([nH]c3ccccc32)c1=O	22.7	755	0.3%[50 µM]	i	1.6
Cc1ccccc1Nc1ccc([N+](=O)[O-])cn1	-12.4	776	-1.4%	i	0.2
CCOc1ccc(S(=O)(=O)N2CCC(C(=O)NCc3ccncc3)CC2)cc1Cl	-1.2	825	-0.1%	i	0.2
CCOc1cc(NC(=O)Nc2ccc(F)cc2)c(OCC)cc1NC(=O)CC	29.5	766	0.0%	i	0.6
O=C(N/N=C/c1cccnc1)c1cc(-c2ccc(Br)cc2)nc2ccccc12	-4.7	682	0.4%	i	0.3
CCC(Sc1nc2ncccc2[nH]1)C(=O)NC1CCC(C)CC1 (stereo unspecified)	-8.3	805	-1.7%	i	1.4
CC1Sc2ccc(S(=O)(=O)CCC(=O)N(C)Cc3ccccc3)cc2NC1=O (stereo unspecified)	-7.9	757	0.3%	i	0.3
Nc1nonc1-n1nnc(C(=O)N/N=C/c2ccc(OCc3ccccc3)cc2)c1CNc1ccccc1	6.0	684	0.3%	i	2.1
CCC1=Nc2cc(C(=O)NCCCN3CCN(C)CC3)ccc2Sc2ccccc21	-14.1	659	0.3%	i	1.0
C/C(=N\NC(=O)c1ccc2c(c1)OCO2)c1cccnc1	1.3	837	0.2%[50 µM]	i	0.8
O=C(CCCc1ccccc1)Nc1cccc([N+](=O)[O-])c1	-7.2	798	0.2%	i	0.4
COc1ccc(NC(=O)CSC(C)c2nc3ccccc3c(=O)[nH]2)cc1 (stereo unspecified)	-1.2	672	-0.1%	i	1.5
COc1ccc(Cc2nc3ccc(C(=O)N4CCCC4)cc3o2)cc1	32.1	768	0.1%	i	0.6
O=C1NC2=C(C(=O)CCC2)C(c2ccc([N+](=O)[O-])cc2)N1 (stereo unspecified)	13.7	816	0.3%	i	1.5
Cn1c(SCC(=O)Nc2nccs2)nnc1-c1ccccn1	-6.7	795	0.0%	i	1.8
COC(=O)c1ccccc1NC(=O)c1cc(-c2ccco2)on1	-12.6	794	0.5%	i	3.4
CC(C)(C)C(=O)C1=C(O)C(=O)N(Cc2ccccc2)C1c1ccccc1Cl (stereo unspecified)	-6.8	776	1.1%	i	0.4
Cc1ccc(-c2csc(N3CCN(S(=O)(=O)c4ccc5c(c4)NC(=O)CO5)CC3)n2)cc1	-27.4	732	0.2%	i	0.6
CC(=O)NCCc1nc2cc(NC(=O)Nc3ccccc3)ccc2n1C	16.7	713	1.3%[50 µM]	i	0.5
Cc1nnc(NC(=O)c2cccc(S(=O)(=O)N3CCCC3)c2)s1	-3.7	821	-0.1%	i	1.0
CCOc1ccc(N(CC(=O)NC(C)(C)C)C(=O)CCC(=O)Nc2nccs2)cc1	3.7	777	-0.6%	i	0.5
COc1ccc(OC)c(NC(=O)Cn2c(=O)n(CC3CCCO3)c(=O)c3cc(OC)c(OC)cc32)c1 (stereo unspecified)	5.3	780	0.5%	i	2.2
COc1ccc(NC(=O)COCC(=O)Nc2ccc(C)cc2)cc1	14.8	848	0.1%	i	0.1
CCc1ccccc1NS(=O)(=O)Cc1ccccc1	1.1	810	2.7%	i	0.2

Quoted from the listing.
`O=C(CCCc1ccccc1)Nc1cccc([N+](=O)[O-])c1` in Lipid droplet: -7.2
`CCc1ccccc1NS(=O)(=O)Cc1ccccc1` in Lipid droplet: 1.1
`CCOc1ccc(N(CC(=O)NC(C)(C)C)C(=O)CCC(=O)Nc2nccs2)cc1` in Lipid droplet cells 6.5 µM: 777

(listing goes on)
SMILES	Lipid droplet	Lipid droplet cells 6.5 µM	K1F lysis inhibition	Myeloid diff MLP	Myeloid diff MLP GFP+ MAC1+ %
CN(C)c1ccc(C(=O)N/N=C/c2ccccn2)cc1	-0.5	836	0.2%[50 µM]	i	6.2
O=C(NCc1ccccn1)Nc1cccc(Cl)c1Cl	-28.0	696	0.5%[50 µM]	i	1.2
Cc1cc(=O)[nH]c(N/N=C/c2ccc(-c3ccc(F)cc3)o2)n1	-2.2	792	0.8%	i	0.6
COc1cccc(CN2C(=O)C(C)N(C(=O)c3c(F)cccc3F)c3ccccc32)c1 (stereo unspecified)	-21.8	844	0.2%	i	0.6
Cc1[nH]c2ccc(C(=O)NCCN3CCOCC3)cc2c1C	-4.8	701	0.1%	i	0.4
O=C(NCc1cccc(Cl)c1)C1CCC(=O)N(CCCN2CCOCC2)C1 (stereo unspecified)	-0.6	691	0.8%	?	.
CC(=O)Nc1cccc(NC(=O)C2C3C=CC(C3)C2C(=O)O)c1 (stereo unspecified)	-2.3	403	0.0%	i	0.3

Screens as filed in PubChem.
